D2 antag: antagonists of human D2 dopamine receptor; inhibition, % at 10 µM; HEK293 TREx D2 cells, calcium flux, dopamine EC80; actives 2% (n = 340,000); in the data active means inhibition above about 30%; further: 0% is about no effect
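Cells plated overnight at 30 C with tetracycline; no-wash calcium dye, 30–90 min RT; 10 s baseline; compound pinned; 180 s read; EC80 dopamine added; another 180 s read.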
D2 agonist: activates the human D2 dopamine receptor | actives 0.53% (n = 340,000) | AID 485358 | activation, % at 2 µM | P14416 | HEK293 T-REx D2 cells, calcium flux agonist mode;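 active means activation over 3 SD above normal in the single-dose calcium agonist read, cut at about 30% in these data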; further: 0% is about no effect
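In this primary screen, compounds producing a positive calcium signal within 180 s of addition to tetracycline-induced, force-coupled HEK293 Trex D2 cells are flagged; cells are dye-loaded with a no-wash calcium kit beforehand.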
Vif-APOBEC3G blk: blocks the Vif interaction with human APOBEC3G | Q9HC16 | HeLa A3G-eYFP + Vif (tagged APOBEC3G with the HIV-1 protein that degrades it), YFP fluorescence, overnight | Potency, µM (doses to about 46.1 µM), without a hit: top-dose activity, negative = active, hits mostly inhibitors | actives 0.076% (n = 410,000);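 further: potency means the concentration at half of the fitted maximal effect; on the % scale 0 is the no-effect control and ±100 the full control effect; nearly all actives have a fitted effect of over 60% in size; hits raise eYFP signal because A3G escapes Vif-driven loss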
Target sequence (Q9HC16 whole entry, looked up): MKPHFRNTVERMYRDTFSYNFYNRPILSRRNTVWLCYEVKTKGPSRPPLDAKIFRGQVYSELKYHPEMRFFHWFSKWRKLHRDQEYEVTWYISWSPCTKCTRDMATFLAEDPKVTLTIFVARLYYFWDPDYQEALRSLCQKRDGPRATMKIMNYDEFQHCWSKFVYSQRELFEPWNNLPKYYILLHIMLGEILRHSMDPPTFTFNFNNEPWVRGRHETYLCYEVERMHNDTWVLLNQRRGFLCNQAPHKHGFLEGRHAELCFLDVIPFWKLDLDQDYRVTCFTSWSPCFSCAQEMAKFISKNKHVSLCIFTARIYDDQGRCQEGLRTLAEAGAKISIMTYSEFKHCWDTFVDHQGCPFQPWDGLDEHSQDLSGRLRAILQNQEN
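Read-out is eYFP fluorescence (Ex 488/Em 500-530) from Vif-expressing HeLa A3G-eYFP cells; more signal means A3G escaped Vif-mediated degradation. Cells plated overnight, compound pinned in, incubated overnight at 37 deg C.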
Vif-A3F inh: blocks the Vif interaction with APOBEC3F; HeLa A3F-eYFP + Vif (tagged APOBEC3F with the HIV-1 protein that degrades it), YFP fluorescence increase; actives 0.2% (n = 390,000); Potency, µM (doses to about 46.1 µM), for inactives: top-dose activity, negative = active; further: potency means the concentration at half of the fitted maximal effect; % of control where 0% means no effect; nearly all actives have a fitted effect of over 65% in size
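HeLa cells stably expressing Vif plus C-terminally eYFP-tagged A3F were seeded, incubated overnight at 37 deg C, dosed with compound, incubated overnight again at 37 deg C. Yellow fluorescence (Ex 488/Em 500-530) reported blocked Vif-mediated A3F-eYFP degradation.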
Glioma ERSR ind: ER stress response induction in glioma; U87-MG GRP78 promoter luciferase reporter, 16 h; Potency, µM, without a hit: at the top dose activation, hits mostly activators; actives 0.02% (n = 420,000); further: potency means the concentration at half of the fitted maximal effect; series mostly up to about 76 µM; % of control where 0% means no effect; nearly all actives have a fitted effect of over 35% in size
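ERSR induction read as luciferase luminescence (Bright-Glo, 10 min at room temperature) in stably transfected human U87-MG glioma cells exposed to compounds for 16 h, using GRP78 as sensor.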
LDHA block: blocks human lactate dehydrogenase A | P00338 | purified LDHA, NADH/diaphorase-resazurin fluorescence; active compounds read low | activity change, % (values are at about 110 or 230 µM) | actives 0.15% (n = 480,000) | AID 1347041; in the data active means activity change below about -30%; inconclusive means mostly about -25% to -30%;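 further: plate controls were DMSO wells for no effect and wells without enzyme for full effect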
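Human LDH5 at 2 nM final in Tris HCl pH 7.4 with 0.06 mM NADH and 0.2 mM pyruvate, reacted 5 minutes at room temperature. Remaining NADH coupled via diaphorase/resazurin; resorufin fluorescence read at 0 and 20 minutes, normalized to enzyme-free and DMSO wells.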
12-LOX inh: inhibitors of human 12S-lipoxygenase ALOX12; P18054; purified 12hLO, xylenol orange hydroperoxide absorbance; Potency, µM (series often up to 108 µM), for inactives: at the top dose activity change, negative = inhibition, actives largely listed as inhibitors; actives 1.1% (n = 580,000); AID 1671190; further: potency means the concentration at half of the fitted maximal effect; on the % scale 0 is the no-effect control and ±100 the full control effect
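Purified human 12hLO (150 nM final) in 25 mM Hepes, 0.01% Triton X-100, pH 7.0 was preincubated 15 min at room temperature with compound. Then 40 uM arachidonic acid was added, 30 min. Hydroperoxide was read by Fe-XO absorbance ratio 573/405 nm.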
ERG Ets-DNA blk: inhibitors of human ERG Ets domain-DNA interaction. fluorescence polarization, His-ERG Ets domain / labelled DNA. Potency, µM (doses to about 76.9 µM), for the others: at the highest dose FP activity, negative = inhibition, usual class: inhibitors. actives 0.028% (n = 370,000). AID 624246; active means well fitted inhibition curve with a large enough effect in the polarisation, with a control signal flat; inconclusive means small, poorly fitted or top-dose-only effect, or effect the other way, or a change in a side signal; inactive means no such curve, though single readings can be large or run the other way; the % refers to the polarisation;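 further: polarization taken with two DNA probes labelled with fluorescein and Texas red; potency means the concentration at half of the fitted maximal effect; % of control where 0% means no effect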
Target sequence (P11308 whole entry, looked up, the tested form may be a part): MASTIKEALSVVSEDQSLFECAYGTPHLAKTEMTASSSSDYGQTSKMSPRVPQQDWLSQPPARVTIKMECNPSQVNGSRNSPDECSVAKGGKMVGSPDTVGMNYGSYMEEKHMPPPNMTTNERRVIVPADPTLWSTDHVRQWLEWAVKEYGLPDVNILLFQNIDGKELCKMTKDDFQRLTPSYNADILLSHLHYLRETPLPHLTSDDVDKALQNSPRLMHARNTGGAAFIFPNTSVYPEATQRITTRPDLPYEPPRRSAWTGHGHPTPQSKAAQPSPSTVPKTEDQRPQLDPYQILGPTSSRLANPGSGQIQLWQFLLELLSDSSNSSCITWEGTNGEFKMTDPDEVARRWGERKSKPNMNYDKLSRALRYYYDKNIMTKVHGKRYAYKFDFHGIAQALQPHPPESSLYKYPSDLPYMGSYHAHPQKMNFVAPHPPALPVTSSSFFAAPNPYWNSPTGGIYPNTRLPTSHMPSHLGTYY
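His-tagged ERG Ets domain (1 uM in the protein solution; 300mM KCl, 50mM Tris-HCl, 1mM EDTA, 1mM DTT, pH 7.5) received compound, then a probe mix of 5 nM fluorescein-DNA and 100nM Texas-615-DNA. Fluorescence polarization was read for both dyes.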
RGS4 inh: inhibitors of human regulator of G protein signaling 4 | Potency, µM (top dose mostly 114 µM), for inactives: at the top dose activity change, negative = inhibition, most hits filed as inhibitors | actives 0.039% (n = 390,000) | Transcreener GDP fluorescence polarization, RGS4-accelerated GTP hydrolysis | P49798; further: potency means the concentration at half of the fitted maximal effect; on the % scale 0 is the no-effect control and ±100 the full control effect; nearly all actives have a fitted effect of over 75% in size; some results filed as inactive show a strong effect at the top dose
Target sequence (P49798 whole entry, looked up): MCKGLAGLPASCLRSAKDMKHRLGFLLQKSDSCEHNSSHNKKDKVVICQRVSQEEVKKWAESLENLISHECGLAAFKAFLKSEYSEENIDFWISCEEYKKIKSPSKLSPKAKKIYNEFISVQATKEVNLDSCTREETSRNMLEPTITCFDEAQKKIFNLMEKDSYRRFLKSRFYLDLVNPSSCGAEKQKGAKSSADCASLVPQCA
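MLSMR compounds (23 nl, pin-transferred) preincubated 10 min at room temperature with a 500nM (2x) first reagent, then RGS4 at 900nM (2x) plus Transcreener GDP mix added; fluorescence polarization (620/688 nm) read before and after 90 min at 30 °C.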
The depositor's hits bear a star; ? = inconclusive; · = not tested or not shown; & = joins results of further samples; [ ] = another dose, or the depositor's remark. Unless noted, the call rests on the fitted dose curve; in most records, active means well fitted curve in the direction sought with a large enough effect; inconclusive means small, poorly fitted or top-dose-only effect, or another doubt; inactive means no such curve, though single readings can be large; an effect the other way counts as inactive or inconclusive. Some of the compounds tested; rates above refer to the full screens.

SMILES	D2 antag	D2 agonist	Vif-APOBEC3G blk	Vif-A3F inh	Glioma ERSR ind	LDHA block	12-LOX inh	ERG Ets-DNA blk	RGS4 inh
CCn1c(CNC(=O)c2ccc(OC)cc2)nnc1SCC(=O)Nc1cc(C)ccc1C	·	-0.3	1%	-1%	-4%	-2	-22%	6%	35%
CCOc1ccc(NC(=O)CCNS(=O)(=O)c2ccc3c(c2)CCCC(=O)N3)cc1	·	·	2%	1%	-4%	-1	-23%	3%	23%
O=C(ONC1=NCCCCC1)c1c(F)cccc1F	13	-0.1	-2%	3%	-3%	-5	105%[activator]	1%	-8%
CC(CCc1ccccc1)NC(=O)Cn1ncc2c3ccccc3n(Cc3ccccc3)c2c1=O (centres undefined)	·	·	0%	3%	-5%	-16	-23%	3%	36%
O=C(/C=C/c1cccs1)c1cc(Cl)ccc1O	-2	0.4	-6%	-15%	3%	0	-10%	-3%	-8%
CS(=O)(=O)N(CC(=O)N1CCCCC1)c1ccc2c(c1)OCO2	-13	-1.0	0%	-1%	-2%	1	4%	3%	29%
CC1C/C(=N/Nc2nc3ccccc3[nH]2)CC(C)(C)C1 (centres undefined)	-9	-1.2	0%	0%	-1%	-7	?	3%	14%
COc1cccc(CNC(=O)c2ccc(-n3c(C)cc4c3CCCC4)cc2)c1	·	0.8	-16%	-3%	-4%	-10	-14%	2%	0%
Cc1ccccc1-c1nnc(-c2ccccc2)o1	-8	-1.9	2%	13%	4%	1	0%	0%	10%
CS(=O)(=O)c1ccc(-c2cn3cc(C(=O)O)ccc3n2)cc1	-18	1.2	-1%	-7%	-10%	0	?	-14%	-8%
Cc1cc(NC(=O)CN2CCCCCCC2)no1	14	0.5	-3%	-16%	-1%	?	?	·	10%
O=C(Nn1c(=O)[nH]c2ccsc2c1=O)c1ccccc1	9	0.7	-1%	-4%	-3%	-5	-7%	-5%	10%
COc1ccccc1OCCn1c(=O)n(C)c2ccccc21	-5	0.8	4%	9%	3%	-8	-3%	1%	9%
CN(C)C(CNC(=O)c1ccc2nccnc2c1)c1ccco1 (centres undefined)	·	·	2%	3%	5%	-4	-8%	0%	-14%
O=C(CSc1nc2[nH]ncc2c(=O)[nH]1)Nc1ccccc1	13	-0.4	-5%	-1%	-1%	-6	20%	0%	13%
N#Cc1c(-c2ccccc2F)cc(C2CC2)nc1SCC(=O)c1cccs1	·	·	?	?	-4%	2	-16%	-4%	-24%
Nc1cccc2c(O)cccc12	·	·	-8%	-11%	-2%	17	16%	6%	-39%
CCOP(=O)(c1ccccc1)C(O)c1ccc(F)cc1 (centres undefined)	3	0.2	1%	-12%	-5%	-2	6%	-3%	0%
Cn1c(=O)c2c(SCCN3CCOCC3)nc(C3CCCC3)nc2n(C)c1=O	0	1.5	2%	4%	0%	-1	2%	-4%	14%
CC(CCc1ccccc1)NC(=O)CN1CCN(Cc2ccc(Cl)cc2)C1=O (centres undefined)	-18	-0.8	4%	1%	-5%	-2	28%[57.4 µM]	-11%	-1%
Cn1ccnc1SCC(=O)N1CCN(S(=O)(=O)c2ccccc2)CC1	4	0.5	0%	1%	-6%	1	-2%	5%	-19%
COCCCN(C(=O)c1cc(-c2ccco2)nc2ccccc12)c1c(N)n(Cc2ccccc2)c(=O)[nH]c1=O	-11	-0.4	0%	-3%	-3%	-1	?	-6%	-41%
COc1cc(-c2noc(C)c2C#Cc2ccc(N)cc2)cc(OC)c1OC	0	-0.9	?	-17%	-3%&4%	0	-6%	1%	-19%
O=C(N/N=C\c1ccc(F)cc1)c1ccc(Cn2cc(Br)c([N+](=O)[O-])n2)o1	8	-1.2	-9%	4%	2%	-7	-15%	-6%	-48%
CCn1cc(C(=O)N2CCN(Cc3ccc4c(c3)OCO4)CC2)c(=O)c2ccc(C)nc21	13	68*	-3%	-1%	-3%	-9	0%	-9%	13%
COc1ccc(N2CS(=O)CC2=O)cc1 (centres undefined)	-10	0.5	0%	-5%	-5%	-6	-11%	-8%	6%
Cc1oc(-c2ccccc2Cl)nc1CS(=O)(=O)CC(=O)NCCc1ccccc1	6	-0.4	7%	-6%	1%	-2	25%	5%	6%
CCCc1ccc(OCc2ccc(C(=O)N3CCN(c4ccccn4)CC3)o2)c(OC)c1	7	-0.1	0%	-2%	2%	5	1%	-1%	-26%
CNc1nc(-c2ccc3c(c2)CCN3C(=O)c2ccccc2F)cs1	1	3.1	-2%	-7%	-7%	-10	?	0%	-27%
O=C(NCc1nc2ccccc2[nH]1)C1=C[C@@H](c2csc3ccccc23)C[C@@H](OCCCCO)O1	-4	-0.3	-4%	-4%	-3%	2	-39%	-1%	0%

Retrieved by compound from the entries so far, two records:
SMILES	D2 antag	D2 agonist	Vif-APOBEC3G blk	Vif-A3F inh	Glioma ERSR ind	LDHA block	12-LOX inh	ERG Ets-DNA blk	RGS4 inh
CC(CCc1ccccc1)NC(=O)CN1CCN(Cc2ccc(Cl)cc2)C1=O (centres undefined)	-18	-0.8	4%	1%	-5%	-2	28%[57.4 µM]	-11%	-1%
Cn1ccnc1SCC(=O)N1CCN(S(=O)(=O)c2ccccc2)CC1	4	0.5	0%	1%	-6%	1	-2%	5%	-19%

Following part:
SMILES	D2 antag	D2 agonist	Vif-APOBEC3G blk	Vif-A3F inh	Glioma ERSR ind	LDHA block	12-LOX inh	ERG Ets-DNA blk	RGS4 inh
Cn1c(CO)cnc1SCc1ccccc1	-3	-0.6	0%	-5%	3%	-7	6%	-5%	-19%
CCN(CC)CCNC(=O)C(=O)Nc1ccc2c(c1)N(S(=O)(=O)c1cccs1)CCC2	5	16	3%	-11%	-5%	-3	?	-6%	22%
COc1ccc(-c2c(-c3cc(OC)cc(OC)c3)n(C)c3ccc(-c4ccn[nH]4)cc23)cc1	-13	0.6	-16%	-5%	0%	-1	8%	-3%	12%
Cc1ccc(-c2nnn(C/C(N)=N/O)n2)cc1	15	1.3	1%	-2%	-3%	-2	5%	3%	-1%
CCNC(=O)n1cc(-n2cncn2)c(-c2ccccc2)n1	2	1.2	-4%	2%	-2%	-5	-19%	-7%	10%
CC1CCN(C(=O)CNC(=O)CNS(=O)(=O)c2ccccc2)CC1	3	0.0	0%	0%	-5%	1	-1%	-2%	10%
Cc1cccc(C(=O)NC2CC3CCCC(C2)N3C(=O)NC2CCCCC2)c1 (centres undefined)	-3	0.0	0%	1%	-3%	-8	-2%	-11%	2%
CCOc1ccccc1Oc1coc2cc(O)ccc2c1=O	-4	-1.1	2%	8%	7%	-2&-3	12%&5%	-2%	-16%
Nc1nc(N)c2[nH]c(-c3ccccc3)nc2n1	18	-0.2	-8%	3%	0%	-3	?	1%	-11%
C/C(Nc1ccc(C)cc1)=C(/C#N)C(N)=O	0	0.7	1%	-6%	1%	-1	15%	5%	1%
CCOC(=O)c1cc(-c2csc(-c3ccc(C(F)(F)F)cc3)n2)on1	-5	1.6	6%	-7%	-5%	-1	?	1%	-13%
O=C1CCC(C(=O)OCc2nnc(-c3ccc(Cl)cc3)o2)=NN1	8	0.7	2%	0%	3%	-5	9%	12%	-24%
O=C(NCC1CCCO1)c1cc2c(s1)CCC2 (centres undefined)	-23	-3.8	2%	2%	2%	-6	0%	0%	21%
COc1ccc(N(CC(=O)N2CC=C(c3ccccc3)CC2)S(=O)(=O)c2c(C)noc2C)cc1	7	-0.7	-3%	-1%	1%	5	16%	1%	-24%
CNS(=O)(=O)c1cc(Br)ccc1S(=O)c1ccccc1C(=O)O (centres undefined)	11	0.5	-1%	9%	-3%	1	-57%	6%	-11%
COc1ccc(-n2nc(C)cc2Nc2ccccc2C(=O)O)cc1	14	-0.3	-4%	-2%	0%	-10	22%	-15%	-5%
COc1cc2c(cc1OC)C(=NO)CCCC2	·	·	1%	0%	-6%	-9	0%	·	·
C[C@H](CO)N1C[C@H](C)[C@@H](CN(C)Cc2ccccc2)Oc2c(NC(=O)C3CCCCC3)cccc2C1=O	·	·	-4%	-18%	-4%	4	3%	10%	8%
Cc1ccccc1NC(=O)N(O)C1(C#N)CCCCC1	·	·	-2%	22%	-1%	0	-29%	-3%	5%
Cc1cc(C(=O)Nc2cccc(C)c2C)c2ccccc2n1	0	1.2	1%	0%	-2%	0	-6%	4%	4%
COc1ccc(C(=O)Nc2ccc(N3CCOCC3)c(C(F)(F)F)c2)cc1OC	·	·	-6%	7%	-5%	5	-25%	6%	17%
COCCn1c(SCC(=O)c2c(-c3ccccc3)n(C)c3ccccc23)nnc1-c1ccncc1	-8	-1.2	-1%	4%	-4%	-5	11%	-4%	-1%
O=C(Nc1ccc(Nc2ccccc2)cc1)Nc1ccccc1Cl	-15	-0.7	1%	-16%	6%	-1	107%[activator]	-6%	-11%
C=CCn1c(C)nnc1SCC(=O)Nc1oc(C)c2c(C)n[nH]c(=O)c12	6	-0.4	-1%	0%	-2%	11	-2%	5%	-6%
Cc1cccc(OC(=O)C2C(c3ccccc3)C(C(=O)O)C2c2ccccc2)c1 (centres undefined)	10	-1.7	0%	-7%	-2%	-4	0%	0%	33%
O=C1C2C3CCCC3=C3CCCC3C2C(=O)N1c1ccc(F)cc1 (centres undefined)	7	1.1	1%&1%	-17%	-2%&-2%	-3&3	?	-4%	10%

High-throughput results (PubChem)
